High-throughput results from PubChem BioAssay.
NRP1-CendR mod: modulators of CendR peptide binding to human neuropilin-1; O14786; FAM-RPARPAR peptide binding to NRP-1, fluorescence polarization; inhibition, % at 25 µM; 360,000 tested, 0.85% active; AID 602438;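 active = inhibition or corrected inhibition above about 18%, plus a signal ratio from 0.5 to 1.5, limit read from the data, passing the limit was not always enough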; also: strong numbers were not always called active
Target sequence (O14786 whole entry, looked up): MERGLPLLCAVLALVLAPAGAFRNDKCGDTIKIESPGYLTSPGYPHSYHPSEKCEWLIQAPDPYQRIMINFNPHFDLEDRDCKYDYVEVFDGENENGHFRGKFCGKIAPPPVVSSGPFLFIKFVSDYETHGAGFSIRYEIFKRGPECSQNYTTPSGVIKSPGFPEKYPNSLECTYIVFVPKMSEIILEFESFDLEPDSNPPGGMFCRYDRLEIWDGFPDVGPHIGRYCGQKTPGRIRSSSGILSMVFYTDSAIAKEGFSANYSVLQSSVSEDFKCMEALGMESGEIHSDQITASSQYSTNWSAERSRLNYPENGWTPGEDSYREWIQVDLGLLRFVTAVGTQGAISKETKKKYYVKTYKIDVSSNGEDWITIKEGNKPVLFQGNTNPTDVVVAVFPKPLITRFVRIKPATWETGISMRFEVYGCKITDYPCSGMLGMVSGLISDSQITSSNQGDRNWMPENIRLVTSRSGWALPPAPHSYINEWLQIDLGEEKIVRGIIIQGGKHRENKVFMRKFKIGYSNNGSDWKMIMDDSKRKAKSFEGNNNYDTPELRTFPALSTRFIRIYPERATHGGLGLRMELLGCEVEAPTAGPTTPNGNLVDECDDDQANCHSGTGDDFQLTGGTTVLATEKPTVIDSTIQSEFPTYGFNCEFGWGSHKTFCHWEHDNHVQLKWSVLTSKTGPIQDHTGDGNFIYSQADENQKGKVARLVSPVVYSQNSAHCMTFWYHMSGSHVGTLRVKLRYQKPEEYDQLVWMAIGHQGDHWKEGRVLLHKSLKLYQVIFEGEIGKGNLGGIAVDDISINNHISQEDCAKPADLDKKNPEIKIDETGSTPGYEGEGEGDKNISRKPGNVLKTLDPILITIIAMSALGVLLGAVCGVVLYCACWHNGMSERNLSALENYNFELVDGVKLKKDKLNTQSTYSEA
STEP inh: inhibitors of human striatal-enriched phosphatase STEP. P54829. recombinant STEP, OMFP fluorogenic substrate, fluorescence. inhibition, % at 20 µM. 360,000 tested, 0.25% active;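 active = inhibition at 20 µM, scaled per plate between control wells, above about 37%, limit read from the data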;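 also: 0% = DMSO with enzyme and substrate and 100% = substrate only without enzyme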
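Measure: Control-normalized % inhibition with plate pattern correction | Test system: STEP phosphatase, cell-free reaction | Medium: pH 6.0 Bis-Tris with DTT and Tween 20 | Technique: Fluorescence, 480/540 nm | Times: Reaction 20 min, ambient temperature | Doses: Single compound dose of 20 µM, 1% DMSO final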
Rpn11 inh: Rpn11 (human) deubiquitinase inhibition; O00487; human 26S proteasome, Ub4-pepOG fluorescence polarization; 20S core pre-blocked with epoxomicin; calls only at 20 µM; 360,000 tested, 0.59% active; AID 588493;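 active = inhibition at 20 µM, scaled to each plate's controls, above about 33%, limit read from the data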
Scp-1 inhibitor: inhibitors of human Scp-1 phosphatase. Q9GZU7. Recombinant Scp1, phosphopeptide, malachite green phosphate absorbance. inhibition, % at 20 µM. 340,000 tested, 0.88% active. AID 493091;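 active = inhibition above about 50% at 20 µM, limit read from the data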;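 also: plate controls were DMSO wells with enzyme for no effect and wells lacking enzyme for full effect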
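Material – SCP-1 phosphatase catalytic domain, residues 76-261 · Buffer or medium – Acidic Tris acetate buffer with magnesium and detergent · Also added – Phospho 17-mer peptide substrate · Compound – single 20 µM dose, 1% DMSO · Times – 45 min room-temperature reaction, 5 min colour, 30 min stabiliser · Technique – Phosphate-binding colour reagent, absorbance read at 630 nm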
NadD inh: NadD (S. aureus) enzyme inhibition; inhibition, % at 20 µM; purified NadD enzyme, colorimetric absorbance read-out; 360,000 tested, 0.78% active; AID 602399; in the data active = inhibition above about 26%; also: some compounds past the cut are filed as inactive
MT1-MMP act inh: inhibitors of human MT1-MMP activation; P50281; HT1080 RFP-PRO-GFP cells, GFP/RFP ratio fluorescence, overnight; percent of plate control window, DMSO zero; GFP/RFP ratio change, % at 20 µM; 360,000 tested, 0.061% active; AID 651647;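 active = GFP/RFP ratio change of at least 30% with cell ATP level not reduced by more than half and red fluorescence within 50% of control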; also: strong numbers were not always called active
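Material – HT1080 RFP-PRO-GFP cells · Control set – DMSO wells and RFP-L50D-GFP cells · Incubation – overnight cell settling, then overnight compound exposure, 37 °C, 5% CO2 · Compound dosing – single-point 20 µM compound, 1% DMSO · Read-out – GFP/RFP fluorescence ratio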
LMPTP inh: blocks human LMPTP phosphatase. recombinant LMPTP-A, OMFP fluorogenic substrate, fluorescence intensity. 360,000 tested, 0.22% active. AID 651560. inhibition, % at 20 µM. P24666;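 active = compounds that cut the enzyme signal by at least half of the control window in the single-dose screen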;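 also: plate controls were DMSO wells with enzyme plus substrate for no effect and substrate without enzyme for full effect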
Target sequence (P24666 whole entry, looked up): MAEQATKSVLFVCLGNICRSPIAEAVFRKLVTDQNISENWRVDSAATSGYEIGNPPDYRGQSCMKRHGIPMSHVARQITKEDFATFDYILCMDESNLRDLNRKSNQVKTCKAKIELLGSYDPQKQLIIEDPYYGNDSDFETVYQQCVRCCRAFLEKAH
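Assay system: LMPTP-A, protein tyrosine phosphatase of low molecular weight / Medium: pH 6.0 Bis-Tris buffer with DTT and Triton X-100 / Schedule: 50 min enzyme reaction at room temperature, protected from light / Measured by: endpoint fluorescence intensity from OMFP dephosphorylation / Read-out basis: % inhibition relative to no-enzyme and uninhibited control wells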
SKN-1 block: blocks SKN-1 activity in C. elegans; AID 624304; 360,000 tested, 0.49% active; inhibition, % at 21.8 µM; C. elegans VP596 Pgst-4::GFP/RFP ratio, acrylamide-induced, 24 h;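 active = interference check ratio from 0.5 to 1.5 plus GFP to RFP signal ratio inhibition reaching or exceeding a fixed threshold, cut at about 30% in these data, passing the limit was not always enough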; also: some compounds called inactive have numbers as strong as hits
SUMO1 PPI mod: SUMO1-SIM interaction modulation. P63165. SUMO1 binding to a labelled peptide, TR-FRET, 1 h. inhibition, % at 20 µM. 360,000 tested, 0.33% active; in the data active = inhibition above about 37%
DNMT1 inh: DNMT1 (human) enzyme inhibition. P26358. DNMT1 molecular beacon, Hinp1I cleavage, fluorescence. inhibition (reported as % activation of signal), % at 10 µM. 360,000 tested, 0.83% active. AID 588458; in the data active = inhibition above about 50%
Starred values were filed as active, the others as inactive; i = inactive; . = not tested or not shown.

1: O=C(COc1ccc(F)cc1)N(c1ccccn1)C1CCCCC1
2: CCOc1ccc(CCNC(=O)C2CCN(S(=O)(=O)N3CCOCC3)CC2)cc1OCC
3: COc1ccc([C@H]2CC(=O)C=C(c3cccc(Cl)c3)C2)cc1
4: COC(=O)N/N=C(\C)c1ccc(Br)cc1
5: Cc1ccc(Cl)cc1NC(=O)Cn1c(C)csc1=O
6: COc1ccc(CCC(=O)Nc2nccs2)cc1OC
7: CSCC(C)N1CCC(n2nccc2NC(=O)CCc2ccccc2)CC1 (configuration not stated)
8: Cc1ccc(S(=O)(=O)Nc2cc(S(=O)(=O)N3CCCCC3)ccc2N2CCOCC2)cc1
Compound	1	2	3	4	5	6	7	8
DNMT1 inh	-2	0	-2	3	3	0	1	3
NadD inh	-4	-1	-10	-3	-6	-6	11	2
MT1-MMP act inh	4	0	4	-2	1	0	-4	1
SKN-1 block	-3	7	3	-7	-8	-4	5	9
LMPTP inh	-1.4	-1.4	5.4	-1.6	-0.3	-0.6	-0.9	0.3
SUMO1 PPI mod	3	-2	-16	-3	5	4	1	-4
NRP1-CendR mod	-2	-5	-1	-6	-1	7	21	3
STEP inh	0	0	3	0	-3	-2	-2	-2
Rpn11 inh	i	i	i	i	i	i	i	i
Scp-1 inhibitor	-2	-5	-8	-2	-5	-5	-7	-5

9: O=c1[nH][nH]c2c1[C@H](c1ccc(Cl)cc1)O[C@H](C1CC1)C2
10: Cc1ccc(S(=O)(=O)N2CCOCC2)cc1NC(=O)c1cc2ccccc2oc1=O
11: COc1ccc(Cl)cc1S(=O)(=O)N(C)CC(=O)NCc1ccc2c(c1)OCO2
12: O/N=C1\CCCc2c1nc(-c1ccccc1F)n2O
13: CCc1cccc(NC(=O)C2CCN(S(=O)(=O)c3ccc4c(c3)CC(C)N4C(C)=O)CC2)c1 (configuration not stated)
14: Cc1cnc(CN(C)Cc2nc(Cc3cccc(C(F)(F)F)c3)no2)[nH]1
15: CCC(C)NC(=O)CN1C(=O)CC(C)(C)S(=O)(=O)c2ccccc21 (configuration not stated)
16: COCCNC(=O)c1ccc(CSCc2cccc(Cl)c2)o1
Compound	9	10	11	12	13	14	15	16
DNMT1 inh	.	-4	-1	-2	-1	-1	1	0
NadD inh	5	-1	-5	-3	3	-4	-5	-3
MT1-MMP act inh	5	-2	1	6	4	2	0	1
SKN-1 block	-11	-5	23	-1	-3	4	3	19
LMPTP inh	-1.6	0.8	-0.2	-20	1.2	0.5	5.1	-0.2
SUMO1 PPI mod	2	-1	4	4	0	6	-2	2
NRP1-CendR mod	3	4	12	7	6	-2	-4	10
STEP inh	.	2	4	1	0	6	-4	-2
Rpn11 inh	.	i	i	i	i	i	i	i
Scp-1 inhibitor	.	3	-3	-7	3	-3	-8	-1

17: CC(C)(C)c1nc(SCC(=O)Nc2ccc(N3CCOCC3)cc2)c2ccccc2n1
18: CC(C)(C)N(Cc1ccccc1)C(=O)CCc1ccccc1
19: CC#C[C@]1(O)CC[C@H]2[C@@H]3CCC4=CC(=O)CCC4=C3[C@@H](c3ccc(N(C)C)cc3)C[C@@]21C
20: Cc1cc(C)cc(NC(=O)c2cccc(NC(=O)C3C4CC5OC(=O)C3C5C4)c2)c1 (configuration not stated)
21: O=C(Nc1ccc(Cl)c(S(=O)(=O)N2CCOCC2)c1)C1CCC1
22: O=C(COC(=O)c1ccc(OC(F)F)cc1)Nc1cccc(S(=O)(=O)NC2=NCCC2)c1
23: CN(Cc1c(F)cccc1Cl)C(=O)c1ccc(NS(=O)(=O)c2ccc3[nH]c(=O)[nH]c3c2)cc1
24: CCN(CC)C1CCN(C(=O)CCn2nnnc2CN2CCOCC2)C1 (configuration not stated)
Compound	17	18	19	20	21	22	23	24
DNMT1 inh	-2	5	-11	-4	8	-2	1	1
NadD inh	5	0	10	-1	3	2	7	-1
MT1-MMP act inh	-6	-9	-14	4	6	2	5	0
SKN-1 block	7	-8	-3	1	13	-6	3	7
LMPTP inh	1.7	1.9	1.4	-0.8	-1.4	-1.0	0.8	-0.1
SUMO1 PPI mod	-7	1	2	0	0	5	8	2
NRP1-CendR mod	4	8	1	-4	17	2	-4	3
STEP inh	0	0	-2	-3	-7	0	0	-4
Rpn11 inh	i	i	i	i	i	i	i	i
Scp-1 inhibitor	-2	-1	-4	0	-1	-1	1	-10

25: CC(C)C[C@H]1COc2cc(N3CCC[C@H]3CO)ccc2S(=O)(=O)N1
26: O=C(CSc1nc(-c2ccccc2)cs1)Nc1ccccc1[N+](=O)[O-]
27: CCN1CCN(C(=S)c2ccc(OCC(=O)Nc3ccc(OC)cc3)cc2)CC1
28: O=c1c(O)cccc2cc(O)c(O)c(O)c12
29: CCCCn1nc2cc(C(=O)NCc3ccc4c(c3)OCO4)ccc2c1OCC
30: CCN(CC)CCNC(=O)C1c2ccccc2Oc2ccccc21
31: CCC1(C)CC(c2csc(N)n2)CCO1 (configuration not stated)
32: C=CCNC(=O)c1cnc(-c2ccccc2)nc1-c1ccccc1
Compound	25	26	27	28	29	30	31	32
DNMT1 inh	.	-4	2	95*	1	0	-1	-2
NadD inh	-1	-12	-4	17	2	-2	-2	-5
MT1-MMP act inh	7	-3	-3	-6	1	-3	-1	-5
SKN-1 block	23	0	-20	-2	1	11	-31	14
LMPTP inh	-1.7	3.9	-0.5	90*	1.1	-7.1	-0.9	-1.7
SUMO1 PPI mod	2	-18	1	104*	-13	-3	-5	0
NRP1-CendR mod	2	2	15	21	8	-4	3	2
STEP inh	.	-1	7	98*	-2	-3	2	-3
Rpn11 inh	.	i	i	i	i	i	i	i
Scp-1 inhibitor	.	-16	-2	73*	2	-13	0	-12

Some of the entries above in a different format.
No. | canonical_smiles | DNMT1 inh | NadD inh | MT1-MMP act inh | SKN-1 block | LMPTP inh | SUMO1 PPI mod | NRP1-CendR mod | STEP inh | Rpn11 inh | Scp-1 inhibitor
4 | COC(=O)N/N=C(\C)c1ccc(Br)cc1 | 3 | -3 | -2 | -7 | -1.6 | -3 | -6 | 0 | i | -2
5 | Cc1ccc(Cl)cc1NC(=O)Cn1c(C)csc1=O | 3 | -6 | 1 | -8 | -0.3 | 5 | -1 | -3 | i | -5
6 | COc1ccc(CCC(=O)Nc2nccs2)cc1OC | 0 | -6 | 0 | -4 | -0.6 | 4 | 7 | -2 | i | -5
7 | CSCC(C)N1CCC(n2nccc2NC(=O)CCc2ccccc2)CC1 (configuration not stated) | 1 | 11 | -4 | 5 | -0.9 | 1 | 21 | -2 | i | -7
8 | Cc1ccc(S(=O)(=O)Nc2cc(S(=O)(=O)N3CCCCC3)ccc2N2CCOCC2)cc1 | 3 | 2 | 1 | 9 | 0.3 | -4 | 3 | -2 | i | -5
9 | O=c1[nH][nH]c2c1[C@H](c1ccc(Cl)cc1)O[C@H](C1CC1)C2 | . | 5 | 5 | -11 | -1.6 | 2 | 3 | . | . | .
10 | Cc1ccc(S(=O)(=O)N2CCOCC2)cc1NC(=O)c1cc2ccccc2oc1=O | -4 | -1 | -2 | -5 | 0.8 | -1 | 4 | 2 | i | 3
11 | COc1ccc(Cl)cc1S(=O)(=O)N(C)CC(=O)NCc1ccc2c(c1)OCO2 | -1 | -5 | 1 | 23 | -0.2 | 4 | 12 | 4 | i | -3
12 | O/N=C1\CCCc2c1nc(-c1ccccc1F)n2O | -2 | -3 | 6 | -1 | -20 | 4 | 7 | 1 | i | -7
13 | CCc1cccc(NC(=O)C2CCN(S(=O)(=O)c3ccc4c(c3)CC(C)N4C(C)=O)CC2)c1 (configuration not stated) | -1 | 3 | 4 | -3 | 1.2 | 0 | 6 | 0 | i | 3

(next part)
33: Fc1ccccc1Cc1noc(CN2CCCC(CN3CCOCC3)C2)n1 (configuration not stated)
34: CC(=O)Nc1ccc(/C(C)=N/NC(=O)C2CC2c2ccccc2)cc1 (configuration not stated)
35: COc1ccc(-c2cc(C(=O)N3CC4(C)CC3CC(C)(C)C4)no2)cc1OC (configuration not stated)
36: CCCc1n[nH]c(=S)n1Cc1ccco1
37: C#CCNC(=O)c1cccn1-c1ncc(C(F)(F)F)cc1Cl
38: CCc1nnc(NC(=O)CSc2nnc(-c3ccoc3C)n2-c2ccc(C)cc2)s1
39: COc1cc(NC(=O)c2ccc(N3CC4CC(C3)c3cccc(=O)n3C4)c(NC(=O)c3ccncc3)c2)cc(OC)c1OC (configuration not stated)
40: COc1cc(/C=N/NC(=O)CCn2nc(C)cc2C)ccc1O
Compound	33	34	35	36	37	38	39	40
DNMT1 inh	1	8	-4	1	-3	3	2	4
NadD inh	-2	-4	-4	-7	4	3	2	-5
MT1-MMP act inh	5	4	-7	3	-3	-4	0	2
SKN-1 block	9	9	7	-3	2	2	12	-7
LMPTP inh	-1.2	-0.9	2.6	-3.5	-1.1	0.4	0.3	0.7
SUMO1 PPI mod	-2	-8	2	-4	1	3	0	-5
NRP1-CendR mod	2	1	1	-4	6	-11	-2	-7
STEP inh	10	0	1	-2	-1	3	-2	-4
Rpn11 inh	i	i	i	i	i	i	i	i
Scp-1 inhibitor	1	-14	-11	6	-6	-2	-6	9

41: O=C(CSc1n[nH]c(=O)n1C1CC1)NCc1ccccc1Cl
42: CCC1CN(C(=O)N2CCC(C(=O)NCc3ccc(F)cc3)CC2)c2ccccc2O1 (configuration not stated)
43: O=C(O)c1ccc(NS(=O)(=O)c2ccc3c(c2)OCCCO3)cc1
44: COc1ccc(Cc2nnc(Nc3ccccc3OC)[nH]c2=O)cc1
45: CCOC(=O)C1CCC(CNCc2ccccc2C)CC1 (configuration not stated)
46: N#C/C(=C\c1ccccc1)C(=O)Nc1cc(S(=O)(=O)N2CCOCC2)ccc1N1CCCC1
47: CCn1c(/C=C/c2ccc([N+](=O)[O-])o2)nc2ccccc2c1=O
48: Cc1ccc(-n2c(N)c(C(=O)NCc3cccnc3)sc2=S)cc1
49: CC(C)(C)OC(=O)N1CCC[C@H]1C(=O)N/N=C/c1cccc2nccnc12
Compound	41	42	43	44	45	46	47	48	49
DNMT1 inh	2	-4	-2	2	0	1	2	-1	0
NadD inh	-16	5	-3	-3	-10	5	-1	5	-6
MT1-MMP act inh	-3	3	2	1	1	1	-97	-4	2
SKN-1 block	-3	11	-8	0	15	-5	-1	3	-10
LMPTP inh	-0.3	-0.3	-0.3	-0.2	-0.8	0.8	-0.9	-1.8	-1.0
SUMO1 PPI mod	-4	8	1	1	0	-4	-1	-23	-17
NRP1-CendR mod	-7	1	-16	4	-6	3	-181	3	-5
STEP inh	0	0	0	0	8	-1	-2	6	1
Rpn11 inh	i	i	i	i	i	i	.	i	i
Scp-1 inhibitor	-5	-8	1	3	-17	-13	-3	0	-8
